Screening results as filed in PubChem BioAssay.
mcGAS inh: inhibitors of mouse cGAS. Q8C6L5. recombinant cGAS, Kinase-Glo ATP depletion luminescence. inhibition, % at 12.5 µM. 160,000 compounds, 0.15% hits;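 note: 0% = negative control wells and 100% = reference inhibitor with no enzyme activity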
hcGAS lum: blocks human cGAS activity; Q8N884; recombinant h-cGAS, ATP depletion, Kinase-Glo luminescence; inhibition, % at 12.5 µM; 290,000 compounds, 0.081% hits;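 note: 0% = vehicle reaction and 100% = reaction without DNA for no activity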
Target sequence (Q8N884 whole entry, looked up): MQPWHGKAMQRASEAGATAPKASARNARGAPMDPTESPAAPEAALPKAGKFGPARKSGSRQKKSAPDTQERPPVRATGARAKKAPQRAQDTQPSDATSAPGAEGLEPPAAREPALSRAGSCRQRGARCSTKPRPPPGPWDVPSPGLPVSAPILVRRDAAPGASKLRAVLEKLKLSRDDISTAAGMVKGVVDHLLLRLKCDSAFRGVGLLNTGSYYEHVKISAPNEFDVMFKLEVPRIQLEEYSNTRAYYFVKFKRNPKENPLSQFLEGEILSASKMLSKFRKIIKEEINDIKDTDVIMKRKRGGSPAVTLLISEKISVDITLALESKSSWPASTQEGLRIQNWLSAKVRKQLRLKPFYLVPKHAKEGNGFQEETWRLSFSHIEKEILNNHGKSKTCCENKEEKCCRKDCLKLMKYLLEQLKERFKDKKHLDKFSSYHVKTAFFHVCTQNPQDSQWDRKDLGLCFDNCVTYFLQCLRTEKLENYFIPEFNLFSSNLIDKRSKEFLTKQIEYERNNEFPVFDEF
NPYLR7 agonist: mosquito NPYLR7 agonism; HEK293T NPYLR7/Galpha15, GCaMP6s calcium fluorescence; activation, % at 10 µM; 270,000 compounds, 0.15% hits; AID 1259423; in the data active = activation above about 40%;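 note: 0% = vehicle and 100% = reference agonist at the receptor; some compounds past the cut are filed as inactive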
Starred values were filed as active, the others as inactive; x = no result given; & = joins results of further samples. Cut-off read from the data, not from the text of the source, unless noted: active = inhibition above about 40%; inactive = the rest.

SMILES | mcGAS inh | hcGAS lum | NPYLR7 agonist
Cc1ccc(C(=O)Nc2cccc(F)c2)cc1S(=O)(=O)Nc1cccc(F)c1 | 2 | 6 | -1
CCOC(=O)c1cc(-c2ccc(N3CCN(C(=O)Cc4cccs4)CC3)cc2)n(-c2ccc(OC)cc2)n1 | -3 | -3 | 18
COC(=O)CCc1c(C)nc2c(c(C)nn2C2CCS(=O)(=O)C2)c1C (stereo not drawn) | x | -2 | 12
O=C(CCl)N1CCN(c2nc(Cc3ccccc3)nc3c2cnn3-c2ccccc2)CC1 | 5 | -4 | 12
COc1ccc(N2C(=O)CSC2c2cccc(NS(=O)(=O)c3c(C)cc(C)cc3C)c2)cc1 (stereo not drawn) | -4 | -2 | 14
CCCCCC(=O)Nc1ccc(N2CCC(Cc3ccccc3)CC2)c(C(=O)NCCCN2CCOCC2)c1 | 2 | 7 | -9
N#Cc1cccc(NC(=O)Cc2ccc3c(c2)OCCO3)c1 | x | -9 | -9
CC1CNCC(C)N1C(=O)OCc1ccccc1 (stereo not drawn) | x | -18 | 4
O=C(NC1CC1)C(c1ccccc1)N1C(=O)CSC1c1ccc(F)cc1 (stereo not drawn) | -7 | -10 | 30
CC1(C)CC2(C)CC3=C([C@H](CO)C(C)(C)C3)C(CO)(C1)C2 (stereo partly drawn) | x | -2 | 6
C=CCN(C(=O)COc1ccc(C(N)=O)cc1)c1ccccc1 | x | -1 | 5
COCCn1cc(NC(=O)NCc2ccc(F)cc2)c2ccccc21 | x | -13 | 13
Cc1cccc(C2=NOC(C)C(=O)N2Cc2cccc(F)c2)c1 (stereo not drawn) | x | -2 | 5
COC(=O)C1=C(C)N(C)C(C)=C(C(=O)OC)C1c1ccc(-c2ccccc2)cc1 | -3 | -3 | -11
CC(NC(=O)/C=C/c1ccc(Cl)c(C(F)(F)F)c1)c1nnc2n1CCC2 (stereo not drawn) | x | -5 | -1
N[C@@H](Cc1cnc[nH]1)C(=O)N1C[C@@H]2[C@@H]3CC[C@@H](C3)[C@@H]2C1 | -13 | -5 | 8
Cc1cc2nc3c(=O)[nH]c(=O)nc-3n(C[C@H](O)[C@H](O)[C@H](O)CO)c2cc1C | x | 0 | 71*
N#CC(=Cc1ccc(O)cc1)c1ccc([N+](=O)[O-])cc1 | x | -8 | -11
COc1ccc(S(=O)(=O)N(CCN(C)C)Cc2nccn2Cc2ccc(Cl)cc2Cl)cc1 | 2 | 2 | -1
CN(CCn1cccn1)c1nccc(N2CCC(O)CC2)n1 | -7 | -1 | 0

Reprinted from the part before: two compounds; new compounds follow.
SMILES | mcGAS inh | hcGAS lum | NPYLR7 agonist
COc1ccc(S(=O)(=O)N(CCN(C)C)Cc2nccn2Cc2ccc(Cl)cc2Cl)cc1 | 2 | 2 | -1
CN(CCn1cccn1)c1nccc(N2CCC(O)CC2)n1 | -7 | -1 | 0
Cc1ccc2c(C)c(C(=O)N3CCCC4(CC3)CNC(=O)O4)oc2c1 (stereo not drawn) | -12 | -5 | 6
N#CC1(NC(=O)c2ccc(NC(=O)Nc3ccccc3)s2)CC1 | -15 | -7 | 0
COCCn1c(N)c(C(=O)CCl)c(=O)[nH]c1=O | x | -6 | 9
COc1ccc(C2=NOC(CN(Cc3ccccc3Cl)C(=O)c3cccc(F)c3)C2)cc1 (stereo not drawn) | -10 | -7 | 19
CCOC(=O)C(Cc1ccccc1)N(C(=O)c1ccoc1)C1CC1 (stereo not drawn) | x | -8 | 6
CC1Oc2ccc(OC(F)(F)F)cc2N(c2cccc(O)c2)C1=O (stereo not drawn) | x | -2 | 7
Cc1ccc(F)c(-n2nnnc2CN2CCN(CC(C)O)C(C)C2)c1 (stereo not drawn) | x | -12 | 0
Cc1noc(-c2ccccc2Cl)c1C(=O)NCCCc1ccccc1 | -7 | -8 | -3
Cc1ccc(CN(CC(O)COCc2ccccc2)CC2CCCO2)c(C)c1 (stereo not drawn) | -6 | -3 | 23
Cc1nn(CC(=O)NC(=O)c2cccn2C)c(C)c1[N+](=O)[O-] | x | 8 | 2

Filtered by structure, the entries above with fluorine (8)
SMILES | mcGAS inh | hcGAS lum | NPYLR7 agonist
Cc1ccc(C(=O)Nc2cccc(F)c2)cc1S(=O)(=O)Nc1cccc(F)c1 | 2 | 6 | -1
O=C(NC1CC1)C(c1ccccc1)N1C(=O)CSC1c1ccc(F)cc1 (stereo not drawn) | -7 | -10 | 30
COCCn1cc(NC(=O)NCc2ccc(F)cc2)c2ccccc21 | x | -13 | 13
Cc1cccc(C2=NOC(C)C(=O)N2Cc2cccc(F)c2)c1 (stereo not drawn) | x | -2 | 5
CC(NC(=O)/C=C/c1ccc(Cl)c(C(F)(F)F)c1)c1nnc2n1CCC2 (stereo not drawn) | x | -5 | -1
COc1ccc(C2=NOC(CN(Cc3ccccc3Cl)C(=O)c3cccc(F)c3)C2)cc1 (stereo not drawn) | -10 | -7 | 19
CC1Oc2ccc(OC(F)(F)F)cc2N(c2cccc(O)c2)C1=O (stereo not drawn) | x | -2 | 7
Cc1ccc(F)c(-n2nnnc2CN2CCN(CC(C)O)C(C)C2)c1 (stereo not drawn) | x | -12 | 0

Later entries:
SMILES | mcGAS inh | hcGAS lum | NPYLR7 agonist
Cc1c(Cl)ccc2sc(N(CCN3CCOCC3)C(=O)c3ccco3)nc12 | x | -11 | 10
Cc1cc(=O)[nH]c(-n2nc(-c3cccs3)cc2NC(=O)C(C)(C)Oc2ccc(Cl)cc2)n1 | x | -8 | 1
COc1cc(OC)c(NC(=O)c2cccc(C#N)c2)cc1Cl | x | -9 | -1
COc1ccc(Cl)cc1CSCC(O)CO (stereo not drawn) | x | -4 | -1
O=S(=O)(c1ccc(N2CCCC2c2cccs2)nc1)N1CCOCC1 (stereo not drawn) | x | -7 | 7
COc1ccc2c(c1)CCN2S(=O)(=O)c1ccc(F)c(C(=O)O)c1 | x | -14 | 4
CC1CCC(C(N)=O)CN1C(=O)COc1ccc(Cl)c2cccnc12 (stereo not drawn) | x | 9 | -3
CCOC(=O)Cn1c(=O)c2c(nc3n2CC(C)CN3c2ccc(OC)cc2)n(C)c1=O (stereo not drawn) | x | -9 | 25
CNc1cccc(-c2cccc(O)c2)n1 | x | -13 | 1
CC1(C)CC(c2nccn2-c2ccc(Oc3nn[nH]n3)cc2)CCO1 (stereo not drawn) | x | -8 | 15
N#Cc1ccc(NC(=O)Nc2ccccc2Br)c2n[nH]nc12 | -8 | -1 | 16
OC1(CN2CCC(COc3ccc4c(c3)CCC4)CC2)CCCNC1 (stereo not drawn) | -7 | -13 | x
O=C(Cc1cc(-c2cc3ccccc3o2)on1)Nc1cccc(F)c1 | -8 | -3 | 9
CCc1c(C)c(C#N)c2nc3ccccc3n2c1Nc1c(C)n(C)n(-c2ccccc2)c1=O | x | -4 | 9
Cc1ccccc1C(=O)N1CCN(c2nc(-c3ccc(Cl)cc3)nc(C)c2Cc2ccccc2)CC1 | -6 | -10 | -4
CCN(CCO)C(=O)Nc1c[nH]c2ccccc12 | -12 | -14 | 0
COC(=O)c1ccc(NC(=O)Cn2cc(OC)c(=O)cc2CSc2nc(C)cs2)cc1 | -7 | -6 | -6
COc1cccc(C(=O)NC(C(=O)NCc2ccco2)C2CCN(C(=O)Cc3ccccc3)CC2)c1 (stereo not drawn) | -6 | -11 | 29
CN(C)CCN(Cc1cc(NC(=O)c2cccc(F)c2)ccc1N(C)C)C(=O)c1ccco1 | -2 | -4 | -9
O=C(Nc1ccc(Br)cc1)c1ccc(NS(=O)(=O)c2ccc3c(c2)OCCO3)cc1 | -5 | -2 | -1
O=C1NC(=S)C(=Cc2cccnc2)S1 | x | -2 | 5
CCC1C(=O)NCCN1C(=O)Nc1cc(-c2ccco2)ccc1F (stereo not drawn) | x | -13 | -23
COc1ccc(/C=C/CN(C)CCCc2nc(-c3ccc(Cl)cc3)c3ccccn23)cc1 | -4 | -5 | 11
CCc1cccc(N2C(=O)CSC2c2cccc(NC(=O)C(C)(C)CCl)c2)c1 (stereo not drawn) | -5 | -4 | 22
COc1ccccc1C1NC(=O)N(C)C2=C1C(=O)N(CCC(=O)N1CCN(c3cccc(C(F)(F)F)c3)CC1)C2 (stereo not drawn) | -4 | -5 | 1
COc1cc(C=C2C(=O)N(C)c3ccccc32)cc(OC)c1OC(C)=O | -2 | -7 | -2
CCCn1nnnc1CN1CCC(CC(=O)N2CCN(C)CC2)CC1 | x | -5 | -2
CC1C(=O)N(c2cccc(C(F)(F)F)c2)CCN1C(=O)CCc1ccccc1 (stereo not drawn) | -3 | -2 | -6
O=C(C1CCCC1)N(Cc1ccc(F)cc1)CC1CC(c2ccc(Cl)cc2)=NO1 (stereo not drawn) | -6 | -4 | 22
Cc1ccn2c(=O)c(C(=O)NCCC(C)C)c(O)nc2c1 | -6 | -3 | -1
Cc1cc(N2CCN(C(C)C(=O)NCCC3=CCCCC3)CC2)nc(C(C)C)n1 (stereo not drawn) | x | -3 | 10
COc1cccc(C2c3[nH]c4ccccc4c3CCN2Cc2cnn(C)c2)c1OC (stereo not drawn) | -10 | -4 | 16
CCOC(=O)N1CCN(C(=O)c2cccc(CSc3nc(Cl)cc(N4CCCC4)n3)c2)CC1 | 0 | 1 | -20
Cc1cc(C)c(-c2cc(NC(=O)c3cnn(C)c3)n[nH]2)cc1C | -15 | -7 | -5
CCC(=O)Nc1cccc(OCC(=O)N2CCCC2c2nonc2C)c1 (stereo not drawn) | x | 1 | -16
O=S(=O)(NCCNc1nc(Cc2ccccc2)nc2cc(Cl)ccc12)c1ccccc1 | -4 | -4 | 6
CCOC(=O)c1cc(-c2ccc(N3CCN(C(=O)c4cc(C)oc4C(F)(F)F)CC3)cc2)n(-c2ccccc2OC)n1 | -5 | -2 | 5
COc1cc(OC)cc(C(=O)N2CCC(C(=O)c3ccc4c(c3)OCCO4)CC2)c1 | -8 | -2 | 2
CCC(C)c1ccccc1NC(=O)C(C)N(C)CC(=O)N1CCOCC1 (stereo not drawn) | x | -6 | 7
Cc1ncc2c(c1CNC(=O)CSc1ccccc1)CCN(C(=O)/C=C/C(C)C)C2 | -17 | -1 | -4
CCOc1ccc2nc(S(=O)(=O)NC(=O)C3(C)CCN3C(=O)C3(c4ccccc4)CC3)sc2c1 (stereo not drawn) | x | -11 | 4
CC(C)(C)OC(=O)NC(C(F)(F)F)C(F)(F)F | -3 | -1 | x
Cc1cccn2c(=O)nc(SCC(=O)N3CCCCCC3)nc12 | -6 | -5 | 6
CCOCCCn1c(C)cn2c3c(=O)n(Cc4ccc(F)cc4)c(=O)n(C)c3nc12 | x | -7 | -1
O=C1NCC(=O)N2CCN(C(=O)Nc3cc(Cl)cc(Cl)c3)CC12 (stereo not drawn) | -18 | 0 | 3
Cc1nc2c(SCC(N)=O)nnc(-c3ccccc3)c2s1 | 1 | 4 | 7
O=C(Nc1nnc(C2CCCCC2)s1)c1ccc2c(c1)OCO2 | 6 | 10 | 1
Cn1c(=NC(=O)CCS(=O)(=O)c2ccc(F)cc2)sc2ccccc21 | -8 | -5 | 3
CNC(=O)c1c(Nc2ccccc2C(F)(F)F)n[nH]c1C | -15 | -7 | 2
CC1CC(C)CN(CC(C)NC(=O)C2(NC(=O)OC(C)(C)C)Cc3ccccc3C2)C1 (stereo not drawn) | x | -7 | 4

The list continues.
SMILES | mcGAS inh | hcGAS lum | NPYLR7 agonist
CCOC(=O)CCc1c(C)nc2ncnn2c1N1CCN(C(=O)NCc2ccccc2Cl)CC1 | -8 | -4 | 23
CCCNC(=O)Cn1nc2c(c1NC(C)=O)CSC2 | -5 | -2 | -5
CC1CCN(C(=O)C2CC2c2c(F)cccc2F)C(c2ccco2)C1 (stereo not drawn) | x | -5 | 17
COc1cc(-c2nc(CSc3nncn3C)cs2)ccc1O | x | -11 | 6
CCN(CC)CCN(C(=O)c1cc(C)n(C)n1)c1nc2ccc(F)cc2s1 | 0 | 5 | 6
Cc1ccsc1S(=O)(=O)N1CCC(Cc2cccc(C(N)=O)c2)C1 (stereo not drawn) | -9 | 0 | 7
CCOC(=O)c1nnn2c1CC(O)C1O[C@@H]3OC(C)(C)OC3C12 (stereo partly drawn) | x | 1 | -5
CCCCNC(=O)C1(C)CCN1C(=O)c1c(F)ccc(C)c1F (stereo not drawn) | -6 | -14 | 7
CN(C)c1cccc(C(NC(=O)CCCCCNC(=O)OC(C)(C)C)c2ccc(S(C)(=O)=O)cc2)c1 (stereo not drawn) | -1 | -6 | -17
CN(C)CC(=O)NC(c1ccccc1)c1ccccc1 | -7 | -15 | 8

One compound at a time, from the list above. Screens in order: mcGAS inh, hcGAS lum, NPYLR7 agonist
Results for `C=CCN(C(=O)COc1ccc(C(N)=O)cc1)c1ccccc1` = x, -1, 5
Results for `COc1ccc(Cl)cc1CSCC(O)CO` (stereo not drawn) = x, -4, -1
Results for `COC(=O)CCc1c(C)nc2c(c(C)nn2C2CCS(=O)(=O)C2)c1C` (stereo not drawn) = x, -2, 12

(cont.)
SMILES | mcGAS inh | hcGAS lum | NPYLR7 agonist
CC(NCCc1ccc(O)cc1)C(O)c1ccc(O)cc1 (stereo not drawn) | x | 1&4 | -6&-13
O=S(=O)(c1cc(Cl)cc(Cl)c1)N1CC2C3CCC(C3)C21 (stereo not drawn) | x | -9 | -6
O=C1CCC2(CCN1)CCN(C(=O)c1ccc(-c3ncn[nH]3)cc1)CC2 | x | -10 | 0
CNc1nc(-c2ccccc2)cn2ccnc12 | x | 2 | 0
CCn1cc(S(=O)(=O)N2CCC(=O)N(CC3CC3)C(C(C)C)C2)cn1 (stereo not drawn) | -13 | -6 | 5
CCOC(=O)C1CCCN(C(=O)c2cc(-c3ccc(Cl)cc3)n(-c3ccccc3C)c2C)C1 (stereo not drawn) | -5 | -5 | -10
CCN(CC(=O)NC1CCC(N2C(=O)CCC2=O)CC1)c1ccccc1 (stereo not drawn) | -15 | -10 | 3
Fc1ccc(-c2nc3ccc(Cl)cn3c2NC2CCCCC2)cc1 | -4 | 0 | -1
CCOC(=O)[C@@H]1CCCC[C@@H]1NC(=O)c1ccc(SCC(=O)c2ccc(Cl)cc2)nc1 | -7 | -4 | -8
